GPR7 antag: GPR7 receptor antagonists, primary screen, cell-based, fluorescence, single concentration | GPR7-expressing cells, fluorescence antagonist assay | Neuropeptides B/W receptor type 1 (Homo sapiens), P48145 | inhibition, % at 4.4 µM | 290,000 compounds, 1.1% hits; in the data active = inhibition above about 16%, passing the limit was not always enough;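 also: cells stimulated with the agonist NPW; 0% = agonist with vehicle and 100% = vehicle without agonist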
OXTR agonist: human OXTR agonists, primary screen, fluorescence, CHO-OTR cells, Fluo-8 calcium | activation, % at 3 µM | 320,000 compounds, 0.32% hits | Fluo-8 calcium fluorescence; normalized: DMSO 0%, oxytocin 100%;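 active = activation above the mean of all tested compounds plus 3 SD, cutoff set per screening run, cut at about 20% in these data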;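 also: peak over basal fluorescence ratio from a 100 s FLIPR kinetic read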
V1aR counter: agonists of human V1a receptor, primary screen, counter-screen for OXTR agonist project, fluorescence, CHO-V1R cells; Vasopressin V1a receptor (Homo sapiens), P37288; Fluo-8 calcium fluorescence, agonist mode; 0% DMSO, 100% 3 nM vasopressin; activation, % at 3 µM; 320,000 compounds, 0.25% hits;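 active = activation above the mean activation of all tested compounds plus 3 SD, per screening run, cut at about 20% in these data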;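 also: signal is peak over basal fluorescence ratio across a 100 second FLIPR read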
Target sequence (P37288 whole entry, looked up): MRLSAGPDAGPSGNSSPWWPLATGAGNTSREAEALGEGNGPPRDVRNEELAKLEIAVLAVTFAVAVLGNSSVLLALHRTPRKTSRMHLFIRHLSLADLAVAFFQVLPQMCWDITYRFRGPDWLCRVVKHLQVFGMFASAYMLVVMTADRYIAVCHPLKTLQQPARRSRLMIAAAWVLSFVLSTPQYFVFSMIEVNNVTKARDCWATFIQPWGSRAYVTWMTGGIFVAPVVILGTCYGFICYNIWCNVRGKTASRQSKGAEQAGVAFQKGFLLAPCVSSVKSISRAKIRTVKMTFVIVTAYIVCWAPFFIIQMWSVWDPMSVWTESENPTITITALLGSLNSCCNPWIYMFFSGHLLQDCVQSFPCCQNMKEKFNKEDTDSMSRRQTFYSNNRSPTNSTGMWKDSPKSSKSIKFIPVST
GalR3 antagonist: GalR3 antagonists in HEK293 cells, primary screen, cell-based, fluorescence readout; AID 651719, 2012; Galanin receptor type 3 (Homo sapiens), O60755; HEK293 GalR3-CNG cAMP membrane potential fluorescence; galR3 body fused to GalR1 C-terminus; inhibition, % at 3 µM; 360,000 compounds, 0.44% hits;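 active = inhibition above the screen-wide average plus 3 SD, cut at about 13% in these data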;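 also: forskolin and galanin both at EC90 stimulate the cells; cAMP rise reported by CNG channel membrane potential dye signal; 0% = forskolin plus galanin with DMSO and 100% = forskolin alone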
Target sequence (O60755 1-299 limits assumed): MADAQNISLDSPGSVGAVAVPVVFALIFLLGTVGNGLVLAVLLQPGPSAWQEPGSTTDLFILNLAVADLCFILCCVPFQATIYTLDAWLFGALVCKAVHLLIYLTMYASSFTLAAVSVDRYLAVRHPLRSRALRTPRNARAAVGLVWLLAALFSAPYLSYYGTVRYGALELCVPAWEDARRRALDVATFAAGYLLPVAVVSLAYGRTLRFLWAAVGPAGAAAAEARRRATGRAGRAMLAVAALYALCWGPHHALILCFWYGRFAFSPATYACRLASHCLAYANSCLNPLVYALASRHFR
VIM-2 inh: VIM-2 metallo-beta-lactamase inhibitors, primary screen, biochemical, epi-absorbance readout, Pseudomonas aeruginosa enzyme. purified VIM-2, nitrocefin hydrolysis, epi-absorbance fluorescence. inhibition, % at 5.6 µM. 290,000 compounds, 0.89% hits. AID 1527, 2009;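 active = inhibition above the mean of all tested compounds plus 3 SD, cutoff set per screening run, cut at about 7.5% in these data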;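 also: red hydrolysis product quenches plate fluorescence so inhibitors raise well fluorescence; 0% = enzyme with DMSO and 100% = DMSO without enzyme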
PHOSPHO1 block: PubChem AID 1565 | Phosphoethanolamine/phosphocholine phosphatase (Homo sapiens), Q8TCT1 | recombinant PHOSPHO1, absorbance phosphatase assay | inhibition, % at 13.3 µM | 290,000 compounds, 1.1% hits; in the data active = inhibition above about 60%
Target sequence (Q8TCT1 whole entry, looked up): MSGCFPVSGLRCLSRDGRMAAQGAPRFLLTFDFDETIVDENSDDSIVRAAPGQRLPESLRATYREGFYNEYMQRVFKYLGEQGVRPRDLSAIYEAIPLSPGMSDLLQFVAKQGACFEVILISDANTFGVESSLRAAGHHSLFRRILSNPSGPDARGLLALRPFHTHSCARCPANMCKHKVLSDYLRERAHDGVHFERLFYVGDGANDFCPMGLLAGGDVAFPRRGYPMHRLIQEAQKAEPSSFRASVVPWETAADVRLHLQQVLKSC
HCV NS3 hel inh: inhibitors of HCV NS3 helicase, primary screen, biochemical, Cy5 molecular beacon fluorescence; Hepatitis C virus NS3 helicase; NS3 helicase DNA unwinding; inhibition, % at 10.9 µM; 290,000 compounds, 0.56% hits; AID 1800, 2009;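 active = inhibition above the mean of all tested compounds plus 3 SD, set per campaign, cut at about 35% in these data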;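 also: 0% = DMSO wells and 100% = thioflavine S control wells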
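System: Hepatitis C virus NS3 helicase domain fragment enzyme | Reagent: Annealed dual-labelled DNA beacon duplex, ATP-started | Compound dosing: 10.9 µM single point, 0.8% DMSO | Incubation: 1 h reaction at 25 °C, ATP-initiated | Technique: Cy5 fluorescence | Evaluation: Percent inhibition from t60/t0 fluorescence ratio | Benchmarks: Low DMSO, high thioflavine S at 110 µM | Replication: Singlicate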
IMP-1 inh: IMP-1 metallo-beta-lactamase inhibitors, primary screen, biochemical, epi-absorbance readout, Pseudomonas aeruginosa enzyme. AID 1556, 2009. inhibition, % at 5.6 µM. purified IMP-1, nitrocefin hydrolysis, epi-absorbance fluorescence. 290,000 compounds, 0.45% hits;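 active = inhibition above the mean plus 3 SD of all compounds in the same screening run, cut at about 4.5% in these data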;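 also: 0% = IMP-1 with DMSO and 100% = DMSO wells lacking enzyme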
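Test system: recombinant IMP-1 enzyme, purified / Medium: HEPES buffer pH 7.1 with ZnSO4 and Brij 35 / Doses: single dose, 5.6 µM / Times: 25 °C, 15 min preincubation, 25 min reaction / Detection: Epi-absorbance via hydrolysed-nitrocefin quenching of white-plate fluorescence, 480/530 nm, EDTA stop / Evaluation: percent inhibition from optical density relative to buffer-blank wells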
DNA FID counter: compounds displacing fluorescent DNA intercalator, primary screen, artefact control for HCV NS3 helicase inhibitor project, biochemical, FID fluorescence. inhibition, % at 7.9 µM. 290,000 compounds, 0.17% hits. DNA fluorescent intercalator displacement; in the data active = inhibition above about 37%;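 also: 0% = vehicle and 100% = reference compound; higher means more ethidium bromide displaced from hairpin DNA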
The depositor's hits bear a star; · = not tested or not shown. Not a hit list. About 4.3% of those tested had a hit in this group.

SMILES | GPR7 antag | OXTR agonist | V1aR counter | GalR3 antagonist | VIM-2 inh | PHOSPHO1 block | HCV NS3 hel inh | IMP-1 inh | DNA FID counter
Clc1ccc(-c2nnc(CSc3nnc(-c4cccs4)o3)o2)cc1 | -2 | -0.5 | 0.9 | 2 | -1.9 | 16 | 1 | -2.6 | -6
COc1ccc(C(OCC(O)CN(C)C2CCCCC2)c2ccc(OC)cc2)cc1 (stereo unspecified) | 20* | 11 | 2.1 | -9 | 1.1 | 51 | -55 | -0.4 | 26
Cc1c(N(C)C)nc2ccccc2c1N | 21 | 0.7 | -0.8 | -1 | 2.1 | -3 | -7 | -3.3 | 7
CN(CC(=O)Nc1cccc(F)c1)CC(=O)Nc1ccc(Cl)cc1[N+](=O)[O-] | -10 | 8.7 | 5.5 | -3 | -4.4 | 23 | 17 | -2.8 | -1
O=C(CS(=O)(=O)Cc1ccccc1)Nc1ccc(Cl)cn1 | -15 | 1.5 | -0.3 | -3 | -2.1 | 1 | -5 | -3.3 | -5
COc1cc(OC)c(OC)cc1/C=C1\CC(C)C/C(=C\c2cc(OC)c(OC)cc2OC)C1=O (stereo unspecified) | -9 | 3.1 | 3.7 | -9 | -2.4 | 38 | -32 | -3.3 | -11
CCc1ccc(C(=O)Nc2cc(C)ccc2F)s1 | -16 | -2.1 | -2.0 | -5 | -1.1 | -8 | -10 | -2.5 | -5
Cc1oc(-c2cccc(Cl)c2)nc1CN1CCCC(C(=O)NCc2ccco2)C1 (stereo unspecified) | 4 | 1.0 | 0.1 | 1 | -2.5 | 32 | -9 | -3.1 | 2
CCOc1ccc(CNc2nnnn2C)cc1 | -19 | -0.2 | 5.0 | -6 | -2.1 | 41 | 5 | -5.3 | 0
Cc1ccc(S(=O)(=O)N2CCC(C(=O)NNC(=O)c3cccnc3)CC2)cc1 | -16 | 0.1 | 0.8 | -1 | 1.0 | 40 | 1 | -0.5 | -5
Cc1nc2ccc(S(=O)(=O)NCC(=O)N3CCN(c4ccccn4)CC3)cc2s1 | 0 | -1.8 | -0.7 | -6 | 0.3 | 8 | 7 | -1.2 | -14
Cc1ccc(S(=O)(=O)N2CCN(CC(=O)N/N=C\c3ccc(Cl)c([N+](=O)[O-])c3)CC2)cc1 | 19 | 2.0 | 0.5 | 0 | -2.7 | -9 | -15 | -2.1 | -20
CCOC(=O)c1c(S(=O)(=O)NCCc2ccco2)c(C)n(C)c1C | -2 | -1.2 | -0.8 | 2 | -1.9 | 50 | -1 | -1.7 | -15
COc1ccc(CCNC(=O)CSc2nc3ccccc3c3nc(CCN4CCCCC4)nn23)cc1OC | -10 | -0.5 | 0.0 | 2 | -0.5 | 21 | -5 | -1.8 | 4
CCCN1C2CCCC1CC(NC(=O)c1ccc(Br)cc1)C2 (stereo unspecified) | -5 | 0.4 | 1.6 | -7 | 0.9 | 4 | -3 | -1.0 | 6
CC(C)OCCCNC(=O)Cc1ccc(Br)cc1 | -10 | 0.5 | -0.3 | -6 | -0.1 | 13 | 0 | -1.1 | -3
CC(=O)c1sc(N)c(C(=O)OC(C)C)c1C | -6 | -2.3 | -1.5 | -1 | -1.9 | -1 | -6 | -2.6 | -5
CC(=O)c1cc(CN2CCN(Cc3ccc(C)cc3)C(CCO)C2)cs1 (stereo unspecified) | -16 | -0.1 | 1.0 | 0 | -4.3 | 37 | -3 | -3.2 | 0
COC(=O)c1cccc(NC(=O)CSc2nnc(C)n2C)c1 | -10 | -0.1 | -1.0 | 6 | -1.7 | 10 | -8 | -2.1 | 6
O=C(c1ccccc1)c1ccccc1NC(=O)C1CCCN1Cc1ccccc1 (stereo unspecified) | -23 | -1.4 | 0.1 | -4 | -1.8 | -1 | -7 | -4.4 | -24

Gathered by group, those above containing a furan ring, fused or not.
SMILES | GPR7 antag | OXTR agonist | V1aR counter | GalR3 antagonist | VIM-2 inh | PHOSPHO1 block | HCV NS3 hel inh | IMP-1 inh | DNA FID counter
Cc1oc(-c2cccc(Cl)c2)nc1CN1CCCC(C(=O)NCc2ccco2)C1 (stereo unspecified) | 4 | 1.0 | 0.1 | 1 | -2.5 | 32 | -9 | -3.1 | 2
CCOC(=O)c1c(S(=O)(=O)NCCc2ccco2)c(C)n(C)c1C | -2 | -1.2 | -0.8 | 2 | -1.9 | 50 | -1 | -1.7 | -15

The list continues.
SMILES | GPR7 antag | OXTR agonist | V1aR counter | GalR3 antagonist | VIM-2 inh | PHOSPHO1 block | HCV NS3 hel inh | IMP-1 inh | DNA FID counter
COc1ccccc1NC(=S)N1CCN(C(=O)c2ccco2)CC1 | 15 | 2.1 | 1.3 | -3 | 3.7 | 13 | 18 | -2.7 | -1
COC(=O)CCn1[nH]c(=O)c2ccccc2c1=O | -3 | -0.2 | -0.4 | 3 | -3.3 | 8 | -19 | 0.0 | 1
CCOC(=O)C1CCCN(C(=O)c2cncc(Br)c2)C1 (stereo unspecified) | -2 | -0.1 | 0.9 | -2 | -0.3 | 4 | -4 | 0.6 | -6
O=C(Nc1ccc2oc(=O)ccc2c1)c1ccc2ccccc2c1 | 5 | 5.2 | 5.4 | -2 | -4.3 | 23 | 13 | -6.0 | -18
Cc1cccc(NC(=S)N(CCN2CCOCC2)Cc2cc3cc4c(cc3[nH]c2=O)OCCO4)c1 | -11 | -1.8 | -1.5 | -4 | -4.8 | 24 | -13 | -4.0 | 1
CCOC(=O)C1=C(COC(=O)[C@@H]2CCCN2S(=O)(=O)c2ccc(C)cc2)NC(=O)NC1C (stereo partly specified) | 1 | -0.5 | 2.1 | -3 | -0.8 | 23 | 7 | -2.7 | -32
Cc1ccccc1OCC(=O)Nc1nnc(-c2ccco2)s1 | -16 | -0.1 | -0.4 | -1 | -2.5 | 10 | 9 | -0.7 | 0
O=C(O)c1ccc2oc(=O)c(S(=O)(=O)c3ccc(F)cc3)cc2c1 | 7 | 0.3 | 0.8 | -1 | 0.0 | 33 | 0 | 1.1 | -2
NC(=O)COc1ccc(/C=N/NS(=O)(=O)c2ccccc2)cc1 | -1 | 0.4 | 1.0 | -1 | -2.6 | 44 | -1 | -3.7 | -4
S=C(Nc1cc(Cl)cc(Cl)c1)N1CCN(c2ccccn2)CC1 | 4 | · | · | -4 | -2.8 | 8 | 0 | 0.4 | -15
Cc1ccc(C)c(CSc2ncccc2C(=O)O)c1 | -14 | -1.9 | 0.4 | -11 | 1.0 | -3 | 11 | -1.8 | -4
Cc1ccc(C(C(=O)NC2CCCCC2)N2CCC3(CC2)OCCO3)cc1 (stereo unspecified) | 12 | -0.8 | -1.2 | -3 | -1.9 | -1 | -8 | 0.0 | -6
CC(C)c1ccc(NC(=O)c2cc(S(=O)(=O)N3CCCCC3)c[nH]2)cc1 | -10 | 0.1 | 0.1 | 0 | -1.3 | 15 | -25 | -1.8 | -10
Cc1nn(C(C)C(=O)NCCC2=CCCCC2)c(=O)c2nn(-c3ccccc3)c(C)c12 (stereo unspecified) | -2 | 1.2 | 3.7 | -8 | -2.3 | 54 | 1 | -3.8 | -47
CC(SC1=NCCS1)C(=O)Nc1nnc(-c2ccc(Cl)cc2)s1 (stereo unspecified) | -6 | 1.6 | 1.5 | · | -5.5 | 30 | 3 | -1.4 | 0
O=C(c1ccccc1)N1CCN(CCc2ccccn2)CC1 | -9 | 0.9 | 0.7 | -9 | -0.7 | 19 | 12 | -1.5 | -7
O=C(c1ccc(Cl)cc1)c1cnc2ccccn12 | 3 | -1.4 | 5.5 | -6 | -2.2 | 5 | -2 | -2.9 | -1
CCNC(=O)CN(C1CCCCC1)S(C)(=O)=O | -7 | -0.9 | 1.0 | -1 | 0.1 | -5 | -6 | -2.9 | -4
CCc1nnc(NC(=O)CSc2nnc(CNC(=O)c3ccc(OC)c(OC)c3)o2)s1 | -12 | -0.3 | -0.2 | -4 | -4.3 | -118 | 6 | -2.4 | -29
O=C(C1CC1)N1CCN=C1SCc1ccc(Cl)cc1 | 8 | -0.3 | -0.6 | -3 | -1.7 | 13 | -7 | -2.0 | -4
Cc1ccc(S(=O)(=O)N2CCC(C(=O)NCC3CCCO3)CC2)cc1 (stereo unspecified) | 17 | 0.2 | 1.1 | -8 | -3.6 | 12 | 4 | -0.6 | -4
Cc1ccccc1NC(=O)N(C(C)C)C(C)C | -17 | -0.6 | 0.6 | -2 | -1.8 | -16 | 1 | 1.8 | 2
O=C(c1ccco1)N1CCN(CC(O)COc2ccc3oc4ccccc4c3c2)CC1 (stereo unspecified) | 10 | 15 | 12 | -9 | 1.6 | 6 | -28 | -1.1 | -19
O=C(Cc1ccc(Cl)cc1)NCCc1cnc[nH]1 | -11 | 2.8 | 4.7 | -11 | -2.1 | 10 | 10 | -3.1 | -1
O=c1c2ccccc2nc(/C=C/c2ccc([N+](=O)[O-])cc2)n1CCCO | 1 | -0.1 | 3.8 | -12 | -0.3 | 2 | -4 | -3.4 | -5
C/C(=N\NC(=O)c1ccc(O)cc1)c1cc2ccccc2o1 | -5 | -0.2 | 0.8 | 1 | -0.8 | -8 | 0 | -0.2 | -2
COCCNC(=O)c1ccccc1NS(=O)(=O)c1ccc(Br)s1 | -2 | 2.7 | 2.9 | -3 | -2.2 | -2 | 0 | -2.7 | -19
NS(=O)(=O)c1cccc(NC(=O)CC(NC(=O)c2ccccc2Cl)c2ccccc2)c1 (stereo unspecified) | -9 | -0.9 | 0.4 | -8 | -1.6 | 5 | -5 | -3.1 | -11
O=C(c1cc2c(s1)CCC2)N1C(=O)c2ccccc2S1(=O)=O | -4 | 0.4 | 0.3 | 2 | -1.8 | 5 | -14 | -1.5 | 3
COc1ccc(CN2CCN(Cc3ccc4ccccc4c3)CC2)cc1OC | -7 | 7.5 | 6.0 | -7 | -2.5 | 28 | -40 | -2.0 | 7
CCN1C(C#N)=C(C#N)N=C(C)CC1(C)C | -11 | 1.7 | 0.8 | -7 | -2.0 | 8 | -4 | -2.6 | -3
COc1ccc(CCNC(=O)CNS(=O)(=O)c2ccc(Br)s2)cc1OC | -4 | 0.8 | -0.5 | -4 | -1.3 | 12 | 3 | -1.5 | -13
CCCC(=O)N1CCCC(C(=O)c2cccc(OC(C)C)c2)C1 (stereo unspecified) | -5 | -1.9 | 1.0 | -11 | -2.5 | · | 29 | -2.7 | -28
